Screening results: PubChem BioAssay, several laboratories
GPR7 antag: blocks human GPR7 receptor signaling; GPR7-expressing cells, fluorescence antagonist assay; inhibition, % at 4.4 µM; P48145; 290,000 compounds, 1.1% hits; in the data active = inhibition above about 16%, passing the limit was not always enough;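 note: cells stimulated with the agonist NPW; 0% = agonist with vehicle and 100% = vehicle without agonist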
NALP1 inh: inhibitors of NALP1 inflammasome in yeast | S. cerevisiae NALP1/ASC/caspase-1 growth, X-gal OD620, 72 h | inhibition, % at 10 µM | 280,000 compounds, 0.61% hits | AID 2071; in the data active = inhibition mostly above about 24%, no sharp cut-off; inactive = mostly below about 32%; note: some compounds called inactive have numbers as strong as hits
MEKK2 WT-MEK5: raises or lowers MEK5 binding to wildtype human MEKK2 PB1 domain. bead flow cytometry, Alexa488-MEK5 binding to MEKK2 WT; actives lie on both sides. 290,000 compounds, 1.1% hits. Q9Y2U5. binding response (% of control), % at 10 µM; in the data active = binding response below about 67% or above about 130%
MEKK3 PB1 HTS: raises or lowers MEK5 binding to the human MEKK3 PB1 domain; Q99759; bead-based flow cytometry, Alexa488-MEK5 binding to MEKK3; actives lie on both sides; 0 = blocked by unlabeled MEK5, 100 = vehicle; binding response (% of control), % at 10 µM; 290,000 compounds, 1.4% hits;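 active = binding response more than 3 SD above or below the average of its plate-row segment, actives on both sides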;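 note: Alexa488 bead fluorescence after subtracting the streptavidin-only scavenger bead signal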
Target sequence (Q99759 whole entry, looked up, the tested form may be a part): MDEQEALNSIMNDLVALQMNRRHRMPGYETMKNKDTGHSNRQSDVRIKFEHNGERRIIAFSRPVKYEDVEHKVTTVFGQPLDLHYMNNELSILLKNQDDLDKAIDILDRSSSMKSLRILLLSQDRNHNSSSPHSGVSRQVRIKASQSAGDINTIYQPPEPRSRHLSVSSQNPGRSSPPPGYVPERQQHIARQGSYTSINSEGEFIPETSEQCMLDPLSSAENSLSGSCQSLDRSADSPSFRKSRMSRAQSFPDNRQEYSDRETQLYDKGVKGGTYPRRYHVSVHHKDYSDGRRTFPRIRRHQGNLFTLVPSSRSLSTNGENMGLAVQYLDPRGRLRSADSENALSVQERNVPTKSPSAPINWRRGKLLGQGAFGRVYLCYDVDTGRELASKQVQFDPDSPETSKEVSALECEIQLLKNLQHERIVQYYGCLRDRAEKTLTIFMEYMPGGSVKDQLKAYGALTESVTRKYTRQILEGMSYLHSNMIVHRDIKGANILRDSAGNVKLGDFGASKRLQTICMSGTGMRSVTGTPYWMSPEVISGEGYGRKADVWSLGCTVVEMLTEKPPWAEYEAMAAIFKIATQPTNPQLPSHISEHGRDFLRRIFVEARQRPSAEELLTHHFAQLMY
V1aR counter: V1a receptor agonism, counter-screen for OXTR agonists; activation, % at 3 µM; 320,000 compounds, 0.25% hits; CHO-V1R cells, Fluo-8 calcium fluorescence, agonist mode; 0% DMSO, 100% 3 nM vasopressin; P37288;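 active = activation above the mean activation of all tested compounds plus 3 SD, per screening run, cut at about 20% in these data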;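 note: signal is peak over basal fluorescence ratio across a 100 second FLIPR read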
PHOSPHO1 inh: inhibitors of human PHOSPHO1 phosphatase; Q8TCT1; inhibition, % at 13.3 µM; recombinant PHOSPHO1, absorbance phosphatase assay; 290,000 compounds, 1.1% hits; in the data active = inhibition above about 60%
MEKK2 mut-MEK5: signal of MEK5 binding to mutant human MEKK2 PB1 domain | bead flow cytometry, Alexa488-MEK5 binding to MEKK2 mutant | percent response, % at 10 µM | 290,000 compounds, 0.35% hits | AID 1530; in the data active = percent response above about 24%, passing the limit was not always enough; note: inactives centre near 1; some results filed as inactive read as strong as hits; reference of the scale not given here
OXTR agonist: agonists of human oxytocin receptor | P30559 | CHO-OTR cells, Fluo-8 calcium fluorescence; normalized: DMSO 0%, oxytocin 100% | activation, % at 3 µM | 320,000 compounds, 0.32% hits;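 active = activation above the mean of all tested compounds plus 3 SD, cutoff set per screening run, cut at about 20% in these data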;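 note: peak over basal fluorescence ratio from a 100 s FLIPR kinetic read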
GalR3 antag: human GalR3 antagonism; O60755; HEK293 GalR3-CNG cAMP membrane potential fluorescence; galR3 body fused to GalR1 C-terminus; inhibition, % at 3 µM; 360,000 compounds, 0.44% hits; AID 651719;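 active = inhibition above the screen-wide average plus 3 SD, cut at about 13% in these data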;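 note: forskolin and galanin both at EC90 stimulate the cells; cAMP rise reported by CNG channel membrane potential dye signal; 0% = forskolin plus galanin with DMSO and 100% = forskolin alone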
Target sequence (O60755 1-299 limits assumed): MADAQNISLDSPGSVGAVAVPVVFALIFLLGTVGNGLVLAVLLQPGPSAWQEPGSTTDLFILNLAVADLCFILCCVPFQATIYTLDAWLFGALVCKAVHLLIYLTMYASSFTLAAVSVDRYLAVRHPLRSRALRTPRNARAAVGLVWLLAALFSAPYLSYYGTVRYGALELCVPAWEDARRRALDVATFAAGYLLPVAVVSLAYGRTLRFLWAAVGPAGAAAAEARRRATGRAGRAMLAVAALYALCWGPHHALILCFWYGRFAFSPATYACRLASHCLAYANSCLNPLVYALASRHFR
The depositor's hits bear a star; x = no result given.

item	mol	GPR7 antag	NALP1 inh	MEKK2 WT-MEK5	MEKK3 PB1 HTS	V1aR counter
1	CC(C)CC(=O)OCC(=O)Nc1ccccc1Sc1ccccc1	-4	34	101	105	-1.5
2	Cc1cccc(C(=O)Nc2cccc(-c3ccc4nncn4n3)c2)c1	-11	15	101	109	0.3
3	CCCn1c(NCc2ccc(C)o2)nc2ccccc21	0	23	110	112	-0.7
4	CN1CCNC(=O)C1CC(=O)NCCc1ccccc1F (configuration not stated)	5	10	85	107	0.6
5	COc1ccc(-c2coc3cc(O)cc(O)c3c2=O)cc1	4	30	95	94	2.0
6	COc1c(F)c(F)c(-c2csc(N)n2)c(F)c1F	6	x	x	x	-0.5
7	CCOc1nc(N2CCCCC2)nc(-n2cc(-c3ccccc3)nn2)n1	-6	-1	98	102	-0.2
8	O=C(NCCc1ccccn1)c1cccnc1Oc1ccc(Cl)cc1	-11	-7	98	95	-1.6
9	Cc1ccc(-c2nc(CS(=O)CC(=O)NCCCN3CC(C)CC(C)C3)c(C)o2)cc1 (configuration not stated)	-6	-24	117	107	-0.9
10	O=C(NCc1cccc2[nH]ccc12)C1CCC(=O)N(CCc2ccccc2)C1 (configuration not stated)	-2	13	100	101	0.3
11	Cc1[nH]n(-c2ccccc2)c(=O)c1N=Nc1c(Cl)cccc1Cl	-6	4	101	100	0.3
12	CCc1nnc(NC(=O)CCC(=O)O)s1	-11	35	105	104	0.0

item	PHOSPHO1 inh	MEKK2 mut-MEK5	OXTR agonist	GalR3 antag
1	-2	-1	-1.8	3
2	-5	-2	-1.2	-4
3	-14	12	-1.6	-10
4	35	-9	-0.1	-2
5	1	3	0.9	-1
6	x	x	-1.4	-3
7	27	4	-1.4	3
8	46	0	-2.4	2
9	7	11	-0.5	x
10	18	1	-0.1	5
11	-2	3	0.5	x
12	4	0	0.4	0

Additional entries
item	mol	GPR7 antag	NALP1 inh	MEKK2 WT-MEK5	MEKK3 PB1 HTS	V1aR counter
13	COC(=O)CN1C(=O)C(O)(CC(=O)c2ccc(Br)cc2)c2ccccc21 (configuration not stated)	-2	8	117	116	0.0
14	CN(C)S(=O)(=O)c1ccc(-c2cn3ccccc3n2)cc1	-10	6	99	103	-0.3
15	CC(C)(CC(=O)OCC(=O)Nc1ccccc1F)CC1=NS(=O)(=O)c2ccccc2N1	-8	15	96	96	6.6
16	COc1ccc(C(=O)NCCn2cc(SCC(=O)N3CCOCC3)c3ccccc32)cc1	-16	7	101	101	0.5
17	COc1cccc(-c2nc(N3CCC(C)CC3)c3ccccc3n2)c1O	-15	0	104	104	-0.9
18	CCn1c(-c2cc(Br)cc(OC)c2O)nc2cc(S(=O)(=O)N(C)C)ccc21	8	20	100	99	1.3
19	Cn1c(=N)n(CC(=O)c2ccc(F)cc2)c2ccccc21	-13	9	105	104	-1.2
20	O=C(NCc1ccco1)C(C(=O)c1ccccc1)n1ccccc1=O (configuration not stated)	-7	-4	89	95	-0.2
21	CCCCc1nc2sc3c(=O)[nH]cnc3c2c2c1CCCC2	-13	7	80	83	0.4
22	CC(C)n1c(=O)[nH][nH]c1=S	-3	8	105	103	0.2
23	O=C(Oc1cc(=O)oc2ccccc12)c1cccnc1Cl	-12	7	98	90	2.2
24	CC(=O)N(C)c1ccc(NC(=O)c2ccco2)cc1	-5	x	x	x	0.4

item	PHOSPHO1 inh	MEKK2 mut-MEK5	OXTR agonist	GalR3 antag
13	-5	7	3.1	3
14	23	-1	-1.3	-3
15	41	-2	4.3	-5
16	28	2	1.6	0
17	16	3	-0.6	-1
18	-2	-5	0.4	-5
19	14	9	-1.0	-9
20	-6	-2	0.3	-3
21	25	-35	1.1	8
22	57	11	0.4	-4
23	7	-1	-1.1	-5
24	-2	x	0.6	1

(continued)
item	mol	GPR7 antag	NALP1 inh	MEKK2 WT-MEK5	MEKK3 PB1 HTS	V1aR counter
25	O=C(c1ccc(N2CCN(CCO)CC2)nc1)N1CCOCC1	1	16	100	97	0.0
26	O=[N+]([O-])c1cccc(-c2nnc3ccc4ccccc4n23)c1	-11	1	100	100	-1.1
27	O=C(O)COc1ccc2c(-c3ccccc3)cc(=O)oc2c1	-16	9	104	97	0.5
28	O=C(Nc1cccnc1)c1ccc(COCC(F)(F)F)cc1	-1	39	104	102	4.9
29	CCN1Cc2c(/C=C/c3ccccc3)nc3ccc(OC)cc3c2N(c2cccc(Cl)c2)C1	-7	11	98	98	0.8
30	CCn1nc(C)c([N+](=O)[O-])c1C(=O)NNC(=O)c1ccccc1Cl	1	2	101	102	1.0
31	COCc1nnc(NC(=O)c2ccc(S(=O)(=O)N3CCCC3)cc2)o1	-12	-9	105	103	1.1
32	CCOC(=O)N1CCN(Cc2ccccc2F)CC1	6	-8	87	82	1.1
33	CC(C)(C)NC(=O)C(c1cccs1)N(CC1CCCO1)C(=O)Cn1nnc(-c2cccs2)n1 (configuration not stated)	-8	1	92	90	-0.5
34	O=C(c1ccco1)N(Cc1cccc(F)c1)C1CCS(=O)(=O)C1 (configuration not stated)	-4	-15	103	101	0.4
35	COc1nc(N/N=C/c2cc3c(cc2Br)OCO3)nc(N2CCOCC2)n1	-17	-23	106	110	-1.4
36	CC1(C(=O)OCC(=O)N2c3ccccc3Sc3ccccc32)CC1(Cl)Cl (configuration not stated)	-6	25	86	94	1.0

item	PHOSPHO1 inh	MEKK2 mut-MEK5	OXTR agonist	GalR3 antag
25	0	-2	0.6	0
26	-24	-2	-1.6	-3
27	-23	4	-0.4	-1
28	6	2	0.5	-1
29	-4	1	-1.3	-11
30	-17	4	0.3	-4
31	38	9	0.6	-1
32	16	-8	0.9	-6
33	-10	-4	-1.7	-5
34	38	2	0.7	-1
35	2	0	-2.1	-1
36	-1	-8	0.6	-4

Only GalR3 antag and GPR7 antag, for some of the entries so far:
cpd | SMILES | GalR3 antag | GPR7 antag
13 | COC(=O)CN1C(=O)C(O)(CC(=O)c2ccc(Br)cc2)c2ccccc21 (configuration not stated) | 3 | -2
14 | CN(C)S(=O)(=O)c1ccc(-c2cn3ccccc3n2)cc1 | -3 | -10
15 | CC(C)(CC(=O)OCC(=O)Nc1ccccc1F)CC1=NS(=O)(=O)c2ccccc2N1 | -5 | -8

Some of the entries so far, field by field:
29. CCN1Cc2c(/C=C/c3ccccc3)nc3ccc(OC)cc3c2N(c2cccc(Cl)c2)C1
  GPR7 antag = -7
  NALP1 inh = 11
  MEKK2 WT-MEK5 = 98
  MEKK3 PB1 HTS = 98
  V1aR counter = 0.8
  PHOSPHO1 inh = -4
  MEKK2 mut-MEK5 = 1
  OXTR agonist = -1.3
  GalR3 antag = -11
30. CCn1nc(C)c([N+](=O)[O-])c1C(=O)NNC(=O)c1ccccc1Cl
  GPR7 antag = 1
  NALP1 inh = 2
  MEKK2 WT-MEK5 = 101
  MEKK3 PB1 HTS = 102
  V1aR counter = 1.0
  PHOSPHO1 inh = -17
  MEKK2 mut-MEK5 = 4
  OXTR agonist = 0.3
  GalR3 antag = -4
31. COCc1nnc(NC(=O)c2ccc(S(=O)(=O)N3CCCC3)cc2)o1
  GPR7 antag = -12
  NALP1 inh = -9
  MEKK2 WT-MEK5 = 105
  MEKK3 PB1 HTS = 103
  V1aR counter = 1.1
  PHOSPHO1 inh = 38
  MEKK2 mut-MEK5 = 9
  OXTR agonist = 0.6
  GalR3 antag = -1
32. CCOC(=O)N1CCN(Cc2ccccc2F)CC1
  GPR7 antag = 6
  NALP1 inh = -8
  MEKK2 WT-MEK5 = 87
  MEKK3 PB1 HTS = 82
  V1aR counter = 1.1
  PHOSPHO1 inh = 16
  MEKK2 mut-MEK5 = -8
  OXTR agonist = 0.9
  GalR3 antag = -6

(continued)
item	mol	GPR7 antag	NALP1 inh	MEKK2 WT-MEK5	MEKK3 PB1 HTS	V1aR counter
37	O=C(CCNc1ccccc1)c1ccc2c(c1)OCO2	3	-8	103	102	-0.3
38	O=CN1CCN(C(=O)CN2C(=O)c3ccccc3C2=O)CC1	14	1	x	x	1.5
39	CC(C)NC(=O)CN1CCC(O)(c2ccccc2)CC1	-2	17	105	104	1.9
40	O=C(CSc1nnc2c(n1)[nH]c1ccc(F)cc12)NC1CC1	2	1	102	103	0.0
41	CCOc1ccc(CNC(=O)CCCn2nc(CC)n3c(cc4occc43)c2=O)cc1	-8	12	100	95	1.5
42	N=c1ccn(Cc2ccccc2Cl)cc1	-2	13	100	99	1.2
43	Cc1nn(CC(=O)NCCc2ccccc2)c(=O)c2cc3occc3n12	7	16	111	104	1.2
44	C=CCc1cccc(/C=N/NC(=O)C(C)Nc2ccc(C)cc2)c1O (configuration not stated)	-6	10	107	127	0.0
45	COc1ccc(CCNC(=O)CCC(=O)Nc2nnc(C(C)C)s2)cc1OC	-4	34	103	100	1.2
46	CSc1sc(C(=O)NCC2CC2)c2c1S(=O)(=O)N(C)c1ccccc1-2	-9	-10	88	89	-0.8
47	Cc1ccc(NC(=O)c2ccc3c(c2)C(=O)N(CC2CCCO2)C3=O)cc1C (configuration not stated)	7	0	97	95	1.7
48	Cc1ccccc1C(=O)N1CCN(CCNC(=O)C(=O)Nc2ccc(Br)cc2)CC1	-16	14	94	90	7.5

item	PHOSPHO1 inh	MEKK2 mut-MEK5	OXTR agonist	GalR3 antag
37	6	4	-1.1	-7
38	20	x	1.1	3
39	14	2	0.9	-6
40	24	6	0.4	-9
41	0	-2	-0.5	1
42	-7	-2	0.8	1
43	-36	2	0.3	1
44	8	0	-2.2	-4
45	-1	-1	-1.4	-1
46	24	-15	-1.4	-4
47	39	-6	0.2	-8
48	41	-3	1.6	-5

Next section:
item	mol	GPR7 antag	NALP1 inh	MEKK2 WT-MEK5	MEKK3 PB1 HTS	V1aR counter
49	C/C(=N\NC(=O)c1ccc(Cl)cc1)c1cccnc1	3	8	104	100	-0.6
50	CN(C)/C=C/C(=O)c1ccc(Br)s1	-15	1	99	97	-0.3
51	Cc1cc(C(=O)NCc2cccnc2)n(-c2ccccc2)n1	-14	18	109	105	-0.5
52	CCOC(=O)C1CCCN(Cc2cc(=O)oc3cc(C)ccc23)C1 (configuration not stated)	17	11	94	98	-1.1

item	PHOSPHO1 inh	MEKK2 mut-MEK5	OXTR agonist	GalR3 antag
49	11	1	0.6	3
50	25	-3	1.4	-2
51	18	6	-1.1	-3
52	0	-7	-2.6	0
